Screening results as filed in PubChem BioAssay.
UBC9 SUMO inh: inhibitors of human SUMOylation (UBC9); inhibition, % at 35 µM; 290,000 compounds, 0.36% hits; AID 2006; HTRF SUMOylation assay, SAE1/SAE2 + UBC9, in vitro; P63279; in the data active = inhibition above about 50%, passing the limit was not always enough; also: strong numbers were not always called active
Target sequence (P63279 whole entry, looked up): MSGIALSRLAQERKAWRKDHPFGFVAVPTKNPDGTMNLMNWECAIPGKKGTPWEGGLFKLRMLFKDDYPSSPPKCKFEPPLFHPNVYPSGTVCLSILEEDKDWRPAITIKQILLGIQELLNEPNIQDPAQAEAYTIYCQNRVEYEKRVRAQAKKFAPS
FID counter: displaces DNA intercalator in HCV helicase counter-screen. DNA fluorescent intercalator displacement, fluorescence. inhibition, % at 7.9 µM. 290,000 compounds, 0.17% hits. AID 1845; in the data active = inhibition above about 37%;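 also: 0% = vehicle and 100% = reference compound; higher means more ethidium bromide displaced from hairpin DNA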
IMP-1 inh: blocks Pseudomonas aeruginosa IMP-1 metallo-beta-lactamase. inhibition, % at 5.6 µM. purified IMP-1, nitrocefin hydrolysis, epi-absorbance fluorescence. 290,000 compounds, 0.45% hits. AID 1556;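 active = inhibition above the mean plus 3 SD of all compounds in the same screening run, cut at about 4.5% in these data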;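 also: 0% = IMP-1 with DMSO and 100% = DMSO wells lacking enzyme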
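Assay system: purified recombinant IMP-1 beta-lactamase. Input: IMP-1 0.2 nM before substrate addition. Buffer or medium: Zinc- and detergent-supplemented HEPES buffer, pH 7.1. Schedule: 25 °C, 15 min preincubation, 25 min reaction. Signal: Epi-absorbance fluorescence, 480 nm excitation, 530 nm emission. Evaluation: percent inhibition from optical density relative to buffer-blank wells.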
IDE cell activ: boosts human insulin-degrading enzyme activity in HEK cells | FAbeta-B cleavage, fluorescence polarization; 0% vehicle, 100% cell-free pure enzyme wells | activation, % at 5.96 µM | 340,000 compounds, 0.073% hits;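 active = activation above the mean of all tested compounds plus 3 SD, set per screening campaign, cut at about 17% in these data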
MEKK3 PB1 HTS: raises or lowers MEK5 binding to the human MEKK3 PB1 domain; Q99759; bead-based flow cytometry, Alexa488-MEK5 binding to MEKK3; actives lie on both sides; 0 = blocked by unlabeled MEK5, 100 = vehicle; binding response (% of control), % at 10 µM; 290,000 compounds, 1.4% hits; AID 1529;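 active = binding response more than 3 SD above or below the average of its plate-row segment, actives on both sides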;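 also: Alexa488 bead fluorescence after subtracting the streptavidin-only scavenger bead signal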
Target sequence (Q99759 whole entry, looked up, the tested form may be a part): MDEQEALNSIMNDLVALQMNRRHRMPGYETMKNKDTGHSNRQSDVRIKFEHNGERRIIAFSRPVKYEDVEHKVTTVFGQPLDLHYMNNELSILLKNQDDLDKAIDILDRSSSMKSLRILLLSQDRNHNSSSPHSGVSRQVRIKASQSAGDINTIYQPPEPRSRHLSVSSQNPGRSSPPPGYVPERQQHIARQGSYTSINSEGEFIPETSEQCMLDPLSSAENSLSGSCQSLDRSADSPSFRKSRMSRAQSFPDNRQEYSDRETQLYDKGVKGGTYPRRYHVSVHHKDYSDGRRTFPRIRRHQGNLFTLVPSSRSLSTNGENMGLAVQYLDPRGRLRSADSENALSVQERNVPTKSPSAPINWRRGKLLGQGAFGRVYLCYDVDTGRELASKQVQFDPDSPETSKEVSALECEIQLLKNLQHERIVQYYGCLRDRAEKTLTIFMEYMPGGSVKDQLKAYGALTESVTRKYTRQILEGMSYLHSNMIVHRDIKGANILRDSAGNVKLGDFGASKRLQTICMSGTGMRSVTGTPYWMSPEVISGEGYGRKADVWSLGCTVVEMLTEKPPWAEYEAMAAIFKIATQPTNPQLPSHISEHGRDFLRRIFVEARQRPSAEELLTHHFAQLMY
PHOSPHO1 block: inhibitors of human PHOSPHO1 phosphatase. inhibition, % at 13.3 µM. recombinant PHOSPHO1, absorbance phosphatase assay. Q8TCT1. 290,000 compounds, 1.1% hits; in the data active = inhibition above about 60%
Target sequence (Q8TCT1 whole entry, looked up): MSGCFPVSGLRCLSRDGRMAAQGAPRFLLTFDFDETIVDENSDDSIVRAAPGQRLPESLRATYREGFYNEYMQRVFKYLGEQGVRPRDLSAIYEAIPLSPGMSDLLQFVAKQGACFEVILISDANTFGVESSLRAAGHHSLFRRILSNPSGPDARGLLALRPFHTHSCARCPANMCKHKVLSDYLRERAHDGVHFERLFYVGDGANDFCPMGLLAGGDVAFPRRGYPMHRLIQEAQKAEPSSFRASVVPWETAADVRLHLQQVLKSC
VIM-2 inhibitor: blocks Pseudomonas aeruginosa VIM-2 metallo-beta-lactamase; 290,000 compounds, 0.89% hits; inhibition, % at 5.6 µM; purified VIM-2, nitrocefin hydrolysis, epi-absorbance fluorescence; AID 1527;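 active = inhibition above the mean of all tested compounds plus 3 SD, cutoff set per screening run, cut at about 7.5% in these data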;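 also: red hydrolysis product quenches plate fluorescence so inhibitors raise well fluorescence; 0% = enzyme with DMSO and 100% = DMSO without enzyme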
NS3 helicase inh: blocks Hepatitis C virus NS3 helicase unwinding; NS3 helicase DNA unwinding, Cy5 molecular beacon fluorescence; 290,000 compounds, 0.56% hits; inhibition, % at 10.9 µM;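 active = inhibition above the mean of all tested compounds plus 3 SD, set per campaign, cut at about 35% in these data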;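 also: 0% = DMSO wells and 100% = thioflavine S control wells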
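Assay system: hepatitis C virus NS3 helicase domain fragment enzyme. Also added: annealed dual-labelled DNA beacon duplex, ATP-started. Timing: 1 h reaction at 25 °C, ATP-initiated. Technique: Cy5 fluorescence at 0 and 60 min, beacon hairpin quenching. Evaluation: % inhibition of unwinding. Replication: one well per compound.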
p-CIP stab down: p/CIP protein destabilization. F442A p/CIP-EGFP cells, EGFP fluorescence, 16 h. decrease of EGFP signal, % at 10 µM. 290,000 compounds, 0.01% hits. AID 1984;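 active = EGFP signal decrease of at least 30% at 10 µM or well 3 SD below plate mean, unless failing retest; inactive = the rest, including hits failing retest or dose response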; also: some compounds called inactive have numbers as strong as hits; many of its hits are not listed in these tables
Active calls of the source: *.

Results for Cc1ccc(O)c(-c2cc(C(=O)Nc3c(C)n(C)n(-c4ccccc4)c3=O)[nH]n2)c1 ?
UBC9 SUMO inh: 14; FID counter: -16; IMP-1 inh: -2.8; IDE cell activ: 4; MEKK3 PB1 HTS: 104; PHOSPHO1 block: -13; VIM-2 inhibitor: -3.0; NS3 helicase inh: 6; p-CIP stab down: -12

What do the screens show for `Cc1csc(Sc2nc3c(c(=O)[nH]c(=O)n3C)n2Cc2ccccc2Cl)n1`?
UBC9 SUMO inh: -9; FID counter: 2; IMP-1 inh: -2.2; IDE cell activ: -1; MEKK3 PB1 HTS: 88; PHOSPHO1 block: -6; VIM-2 inhibitor: -1.2; NS3 helicase inh: 3; p-CIP stab down: -8

How did COc1ccc(S(=O)(=O)N2CCN(C(=O)c3cccnc3)CC2)cc1OC do in these assays?
UBC9 SUMO inh: 6; FID counter: -3; IMP-1 inh: -4.3; IDE cell activ: 0; MEKK3 PB1 HTS: 102; PHOSPHO1 block: 51; VIM-2 inhibitor: -1.4; NS3 helicase inh: 1; p-CIP stab down: -8

What do the screens show for `CN(C)S(=O)(=O)N(CC(=O)Nc1ccccc1F)c1ccccc1`?
UBC9 SUMO inh: 11; FID counter: -3; IMP-1 inh: -2.8; IDE cell activ: 6; MEKK3 PB1 HTS: 113; PHOSPHO1 block: -26; VIM-2 inhibitor: -1.7; NS3 helicase inh: 6; p-CIP stab down: -2

What do the screens show for `CC1(c2ccccc2Cl)NC(=O)N(CC(=O)NCc2ccco2)C1=O` (configuration not stated)?
UBC9 SUMO inh: 14; FID counter: 2; IMP-1 inh: -0.5; IDE cell activ: -1; MEKK3 PB1 HTS: 101; PHOSPHO1 block: 36; VIM-2 inhibitor: -0.7; NS3 helicase inh: -6; p-CIP stab down: -3

Results for Cc1occc1C(=O)N1CCCC(CO)(Cc2ccc(F)cc2F)C1 (configuration not stated) ?
UBC9 SUMO inh: 6; FID counter: -19; IMP-1 inh: -1.4; IDE cell activ: 7; MEKK3 PB1 HTS: 104; PHOSPHO1 block: 18; VIM-2 inhibitor: -1.2; NS3 helicase inh: 1; p-CIP stab down: -6

Results for COc1ccc(/C=N/NC(=O)c2ccc3nc[nH]c3c2)cc1OC ?
UBC9 SUMO inh: 16; FID counter: 2; IMP-1 inh: -1.1; IDE cell activ: 2; MEKK3 PB1 HTS: 101; PHOSPHO1 block: 20; VIM-2 inhibitor: -1.1; NS3 helicase inh: 1; p-CIP stab down: -6

What do the screens show for `COc1ccc(Nc2ccccc2N)cc1`?
UBC9 SUMO inh: 1; FID counter: -6; IMP-1 inh: -1.9; IDE cell activ: 6; MEKK3 PB1 HTS: 97; PHOSPHO1 block: -7; VIM-2 inhibitor: -1.8; NS3 helicase inh: -20; p-CIP stab down: 3

How did O=C(CCSc1nc(-c2ccco2)cc(C(F)(F)F)n1)N1CCN(c2ccccc2)CC1 do in these assays?
UBC9 SUMO inh: -4; FID counter: -29; IMP-1 inh: -0.5; IDE cell activ: -1; MEKK3 PB1 HTS: 93; PHOSPHO1 block: 20; VIM-2 inhibitor: -3.4; NS3 helicase inh: 20; p-CIP stab down: -7

How did CCOC(=O)c1cc(NC(=O)SCC(=O)O)c(C)nc1C do in these assays?
UBC9 SUMO inh: 13; FID counter: -3; IMP-1 inh: 1.5; IDE cell activ: 0; MEKK3 PB1 HTS: 102; PHOSPHO1 block: -3; VIM-2 inhibitor: 1.3; NS3 helicase inh: 4; p-CIP stab down: -4

Results for CN(C(=O)COc1ccccc1)c1nnc(-c2cccnc2)s1 ?
UBC9 SUMO inh: 4; FID counter: -9; IMP-1 inh: -1.3; IDE cell activ: 3; PHOSPHO1 block: -34; VIM-2 inhibitor: -1.1; NS3 helicase inh: -3; p-CIP stab down: -11

How did Cn1c(CNC(=O)c2ccc3c(c2)OCO3)nnc1SCC(=O)Nc1ccc(F)cc1F do in these assays?
UBC9 SUMO inh: -8; FID counter: -14; IMP-1 inh: -2.3; IDE cell activ: 1; MEKK3 PB1 HTS: 101; PHOSPHO1 block: 12; VIM-2 inhibitor: 0.5; NS3 helicase inh: -2; p-CIP stab down: 3

Results for Cc1ccc(NC(=S)N2CCN(Cc3ccc4c(c3)OCO4)CC2)c(C)c1 ?
FID counter: 3; IMP-1 inh: -4.6; IDE cell activ: -1; MEKK3 PB1 HTS: 106; VIM-2 inhibitor: -4.3; NS3 helicase inh: 5

What do the screens show for `C[C@@H](C(=O)N1CCN(Cc2ccc3c(c2)OCO3)CC1)n1nnc2ccccc2c1=O`?
UBC9 SUMO inh: 10; FID counter: -24; IMP-1 inh: -2.6; IDE cell activ: 2; MEKK3 PB1 HTS: 100; PHOSPHO1 block: 7; VIM-2 inhibitor: -2.0; NS3 helicase inh: 3; p-CIP stab down: -2

How did CC[C@H](C)[C@H](NC(=O)c1ccc(Cl)cc1)C(=O)OCC(=O)c1ccc2c(c1)NC(=O)CO2 do in these assays?
UBC9 SUMO inh: -20; FID counter: -31; IMP-1 inh: -5.4; IDE cell activ: 4; MEKK3 PB1 HTS: 106; PHOSPHO1 block: 23; VIM-2 inhibitor: -2.8; NS3 helicase inh: 1; p-CIP stab down: 8

Results for Cc1ccc(N(CC(=O)NC2CC3CCC2C3)S(C)(=O)=O)cc1C (configuration not stated) ?
UBC9 SUMO inh: -1; FID counter: -20; IMP-1 inh: -5.5; IDE cell activ: 2; MEKK3 PB1 HTS: 102; PHOSPHO1 block: -18; VIM-2 inhibitor: -5.3; NS3 helicase inh: 0; p-CIP stab down: -2

How did COc1ccc(S(=O)(=O)Nc2ccc(F)cc2)c(C)c1C do in these assays?
UBC9 SUMO inh: -16; FID counter: -7; IMP-1 inh: 0.9; IDE cell activ: 5; MEKK3 PB1 HTS: 100; PHOSPHO1 block: 19; VIM-2 inhibitor: -2.3; NS3 helicase inh: -5; p-CIP stab down: -11

How did CCOC(=O)c1ccc(NC(=O)c2sc3nc4n(c(=O)c3c2C)CCC4)cc1 do in these assays?
UBC9 SUMO inh: -2; FID counter: -31; IMP-1 inh: -1.3; IDE cell activ: 0; MEKK3 PB1 HTS: 102; PHOSPHO1 block: 43; VIM-2 inhibitor: -0.4; NS3 helicase inh: -9; p-CIP stab down: 0

How did COc1ccc(Nc2nc(NCc3ccco3)nc(N/N=C/c3ccc(O)cc3)n2)cc1 do in these assays?
UBC9 SUMO inh: 3; FID counter: -5; IMP-1 inh: -5.1; IDE cell activ: -5; MEKK3 PB1 HTS: 103; PHOSPHO1 block: -57; VIM-2 inhibitor: -6.0; NS3 helicase inh: -103; p-CIP stab down: -23

Results for CC(=O)Nc1ccc(S(=O)(=O)NCCC(=O)NCCc2ccc(F)cc2)cc1 ?
UBC9 SUMO inh: 30; FID counter: 1; IMP-1 inh: -0.4; IDE cell activ: 3; MEKK3 PB1 HTS: 99; PHOSPHO1 block: 5; VIM-2 inhibitor: 1.4; NS3 helicase inh: -3; p-CIP stab down: -1

What do the screens show for `CCc1nn2c(N(C)CCO)cc(C)nc2c1-c1ccc(F)cc1`?
UBC9 SUMO inh: -1; FID counter: 6; IMP-1 inh: -2.4; IDE cell activ: -6; MEKK3 PB1 HTS: 96; PHOSPHO1 block: 36; VIM-2 inhibitor: -5.4; NS3 helicase inh: 3; p-CIP stab down: -1

What do the screens show for `O=C(/C=C/c1cccc([N+](=O)[O-])c1)NCc1ccccc1`?
UBC9 SUMO inh: 4; FID counter: -8; IMP-1 inh: 1.0; IDE cell activ: 6; MEKK3 PB1 HTS: 75; PHOSPHO1 block: 2; VIM-2 inhibitor: 0.5; NS3 helicase inh: -6; p-CIP stab down: 10

What do the screens show for `Cn1c(Oc2ccccc2)c(C=O)c2ccccc21`?
UBC9 SUMO inh: 6; FID counter: 0; IMP-1 inh: -2.1; IDE cell activ: 3; MEKK3 PB1 HTS: 103; PHOSPHO1 block: -8; VIM-2 inhibitor: -1.1; NS3 helicase inh: -2; p-CIP stab down: 4

What do the screens show for `Cc1ccc(-c2nnc(Nc3ccc4c(c3)OCO4)c3ccccc23)cc1S(=O)(=O)NC(C)C`?
UBC9 SUMO inh: 1; FID counter: -5; IMP-1 inh: -0.1; IDE cell activ: -1; MEKK3 PB1 HTS: 94; PHOSPHO1 block: -6; VIM-2 inhibitor: -0.8; NS3 helicase inh: 5; p-CIP stab down: 3

Results for CCN(CC)S(=O)(=O)c1ccc2c(c1)nc(CCC(=O)OCC(=O)Nc1cc(OC)cc(OC)c1)n2C ?
UBC9 SUMO inh: -5; FID counter: -33; IMP-1 inh: -2.2; IDE cell activ: 2; MEKK3 PB1 HTS: 98; PHOSPHO1 block: 5; VIM-2 inhibitor: -4.4; NS3 helicase inh: -4; p-CIP stab down: -8

Results for CCCCOc1ccc(C(=O)Nc2ccc(N3CCN(C)CC3)cc2)cc1 ?
UBC9 SUMO inh: 5; FID counter: 15; IMP-1 inh: -5.4; IDE cell activ: -13; MEKK3 PB1 HTS: 105; PHOSPHO1 block: -32; VIM-2 inhibitor: 0.1; NS3 helicase inh: -27; p-CIP stab down: -4

Results for CCc1c(C)nc(N)n2c(SCC(=O)NC3CCCCC3)nnc12 ?
UBC9 SUMO inh: -11; FID counter: -6; IMP-1 inh: -4.3; IDE cell activ: -3; MEKK3 PB1 HTS: 98; PHOSPHO1 block: -18; VIM-2 inhibitor: -5.2; NS3 helicase inh: 8; p-CIP stab down: -8

Results for CCS(=O)(=O)N1Cc2ccccc2CC1C(=O)Nc1nnc(C2CC2)s1 (configuration not stated) ?
UBC9 SUMO inh: 17; FID counter: -6; IMP-1 inh: -2.7; IDE cell activ: 6; PHOSPHO1 block: 48; VIM-2 inhibitor: -3.6; NS3 helicase inh: 6; p-CIP stab down: -18

What do the screens show for `Nc1nc(-c2ccc3c(c2)CCC(=O)N3)cs1`?
UBC9 SUMO inh: 7; FID counter: 0; IMP-1 inh: 0.3; IDE cell activ: -1; MEKK3 PB1 HTS: 105; PHOSPHO1 block: -79; VIM-2 inhibitor: 1.3; NS3 helicase inh: 7; p-CIP stab down: 22

How did COc1cccc(C2C(C(C)=O)=C(C)Nc3ncnn32)c1 (configuration not stated) do in these assays?
UBC9 SUMO inh: 9; FID counter: -8; IMP-1 inh: -2.3; IDE cell activ: 6; MEKK3 PB1 HTS: 104; PHOSPHO1 block: 15; VIM-2 inhibitor: -3.2; NS3 helicase inh: -2; p-CIP stab down: 1

Of the compounds above, these have two or more sulfur atoms:
What do the screens show for `Cc1csc(Sc2nc3c(c(=O)[nH]c(=O)n3C)n2Cc2ccccc2Cl)n1`?
UBC9 SUMO inh: -9; FID counter: 2; IMP-1 inh: -2.2; IDE cell activ: -1; MEKK3 PB1 HTS: 88; PHOSPHO1 block: -6; VIM-2 inhibitor: -1.2; NS3 helicase inh: 3; p-CIP stab down: -8

Results for CCS(=O)(=O)N1Cc2ccccc2CC1C(=O)Nc1nnc(C2CC2)s1 (configuration not stated) ?
UBC9 SUMO inh: 17; FID counter: -6; IMP-1 inh: -2.7; IDE cell activ: 6; PHOSPHO1 block: 48; VIM-2 inhibitor: -3.6; NS3 helicase inh: 6; p-CIP stab down: -18

An excerpt; count on the stated rates, not on these rows.
